Compound activity deposited in PubChem BioAssay by several laboratories.
TRPM1 prom inh: inhibitors of MITF-driven TRPM1 promoter in melanoma cells | SK-MEL-5 TRPM1 promoter luciferase, 24 h | inhibition, % at 12.5 µM | 330,000 compounds, 0.83% hits;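 active means mean inhibition across replicates of 60% or more, whatever share of single replicates reaches that level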; further: values of inactives mirror those of a sister screen read the other way
NR2E3 ag-1: agonists of human NR2E3 nuclear receptor; Q9Y5X4; CHO-S Gal4-NCOR/VP16-NR2E3 two-hybrid, luciferase; inhibition of corepressor binding, % at 3.98 µM; 360,000 compounds, 0.35% hits; AID 602229;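 active means inhibition above the mean of all tested compounds plus 3 SD, cut at about 70% in these data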;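 further: 0% = DMSO with NR2E3 transfected cells and 100% = cells lacking NR2E3 construct; higher means lower luciferase signal from less NR2E3 corepressor binding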
Target sequence (Q9Y5X4 whole entry, looked up, the tested form may be a part): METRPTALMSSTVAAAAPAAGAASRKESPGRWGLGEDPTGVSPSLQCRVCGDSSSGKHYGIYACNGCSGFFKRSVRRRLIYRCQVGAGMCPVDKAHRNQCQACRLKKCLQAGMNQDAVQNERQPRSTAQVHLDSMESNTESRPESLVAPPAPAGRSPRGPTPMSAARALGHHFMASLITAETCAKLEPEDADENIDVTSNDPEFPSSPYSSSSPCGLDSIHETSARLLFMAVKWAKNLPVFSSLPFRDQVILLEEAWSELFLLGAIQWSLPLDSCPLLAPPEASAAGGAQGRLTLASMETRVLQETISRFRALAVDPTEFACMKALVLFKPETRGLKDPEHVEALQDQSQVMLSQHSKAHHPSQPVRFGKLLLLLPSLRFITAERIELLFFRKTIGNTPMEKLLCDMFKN
EBV LMP1 NFkB: Epstein-Barr LMP1 NF-kappaB reporter inhibition | LMP1-induced NF-kappaB luciferase reporter cells, luminescence | inhibition, % at 12.5 µM | 350,000 compounds, 0.69% hits; in the data active means inhibition above about 41%;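 further: 0% = neutral control wells and 100% = reference inhibitor control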
KKLEB tox: CF airway cell cytotoxicity counter-screen | activity change (cytotoxicity), % at 5 µM | AID 602141 | 360,000 compounds, 0.36% hits | KKLEB CF airway cells viability, ATPlite luminescence, overnight; active compounds read low; cells stimulated with P. aeruginosa culture filtrate;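 active means corrected activity change at or below -50% at 5 µM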
hiPSC survival: hiPSC single-cell survival enhancement | ATPlite luminescence; 100% = ROCK inhibitor wells, 0% = DMSO | survival enhancement, % at 20 µM | AID 602274 | 360,000 compounds, 0.044% hits; in the data active means survival enhancement above about 18%;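 further: cells exposed to compounds for 16 hours before the ATP read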
NR2E3 ag-2: agonists of human nuclear receptor NR2E3 | Q9Y5X4 | GST-NR2E3/biotin-RetCOR TR-FRET, 1536-well | AID 2300 | inhibition of corepressor binding, % at 4.78 µM | 320,000 compounds, 0.12% hits;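 active means percent inhibition above the cutoff of mean plus 3 SD of all tested compounds, set per screening campaign, cut at about 20% in these data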;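 further: 0% = DMSO wells and 100% = biotin wells as full block of FRET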
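Material: NR2E3–RetCOR corepressor complex / Amount: 1.35 nM GST-NR2E3 / Medium: Tris pH 7.5 / Compound: single nominal compound dose of 4.8 µM / Incubation: 5 h at 4 °C / Technique: TR-FRET, Eu(K)-anti-GST donor, streptavidin-D2 acceptor, ex 340, em 617/671 nm / Read-out basis: percent loss of FRET ratio relative to control wells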
TRAIL sens C8: sensitizes caspase-8 expressing cells to TRAIL. NB7+C8 cells + TRAIL, ATPlite viability luminescence. 360,000 compounds, 1% hits. inhibition (viability loss, TRAIL sensitization), % at 10 µM. AID 624354;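 active means compounds causing at least 50% loss of cell viability in the single-dose screen, relative to plate controls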
Shn3 3UTR inh: Schnurri-3 reporter inhibition in Clone20 osteoblasts; Clone20 osteoblast Shn3 3'UTR firefly luciferase, 24 h; inhibition, % at 12.5 µM; 360,000 compounds, 0.52% hits; AID 588674;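 active means mean inhibition of at least 75% with every replicate also reaching 75%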;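 further: 0% = median of neutral control wells and 100% = pilot-screen positive control compound; some compounds past the cut are filed as inactive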
CF NFkB block: cystic fibrosis NF-kB activation inhibition | KKLEB NF-kB-GFP reporter, PAF-induced, GFP fluorescence overnight | AID 588850 | 360,000 compounds, 0.86% hits | inhibition, % at 5 µM;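 active means at least 50% inhibition at 5 µM, scaled per plate between neutral and stimulator controls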;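 further: PAF is a Pseudomonas aeruginosa culture filtrate used as stimulus; plate controls were PAF-stimulated DMSO wells for no effect and unstimulated DMSO wells for full effect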
Peg3 promoter: Peg3 promoter activity inhibition. HeLa PEG-Prom luciferase reporter, luminescence, overnight. inhibition, % at 20 µM. 360,000 compounds, 1.7% hits. AID 588405;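 active means inhibition of at least 50% at 20 µM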
HIF-2a block: inhibitors of HIF-2a | 786-0 RCC cells HIF-2a reporter, luciferase luminescence, overnight | inhibition, % at 18.8 µM | 360,000 compounds, 0.72% hits;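 active means inhibition of the luminescence signal of 40% or more relative to plate controls, in a single-dose primary screen at 18.75 µM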
The depositor's hits bear a star; nt = no result given.

SMILES | TRPM1 prom inh | NR2E3 ag-1 | EBV LMP1 NFkB | KKLEB tox | hiPSC survival | NR2E3 ag-2 | TRAIL sens C8 | Shn3 3UTR inh | CF NFkB block | Peg3 promoter | HIF-2a block
CCc1cccc(C)c1NC(=S)NCC1CCN(c2ccc(OC)cc2)C1 (stereo unspecified) | 2 | 2 | -2 | 18 | -0.5 | -5 | -23 | 2 | -16 | 22 | 10
Cc1ccc(C(=O)NCC(=O)N2CCCN(S(=O)(=O)c3ccc(C)cc3)CC2)cc1 | -6 | 21 | -5 | -2 | 0.1 | nt | 7 | -1 | -19 | 9 | 7
C/C(=N\NC(=O)Cn1c(C)nc2ccccc21)c1cccs1 | -5 | -5 | 11 | 0 | -0.9 | -5 | 17 | 35 | -2 | 8 | 18
CCOC(=O)N1CCN(CCC(=O)Nc2ccccc2)CC1 | 2 | 1 | 5 | 3 | -0.5 | 6 | -6 | -3 | -1 | 4 | 8
O=C(CCC(=O)c1ccccc1)Nc1cccnc1 | 10 | 8 | -9 | -1 | 5.4 | -5 | 1 | 6 | -3 | 11 | 1
CCOc1cc(N2CCOCC2)c(OCC)cc1NC(=O)CN1C(=O)NC(CC)(c2ccc(F)cc2)C1=O (stereo unspecified) | 22 | 9 | 0 | 3 | -0.4 | nt | 1 | 3 | 3 | 10 | 11
CC1CCN(C(=O)CSc2nc3c(cnn3-c3ccccc3)c(=O)[nH]2)CC1 | 12 | 4 | -6 | -8 | 3.6 | 3 | -3 | -11 | -12 | 29 | 28
OCCc1ccc(-c2ccc(Cl)cc2)o1 | -53 | -58 | -17 | 1 | -1.2 | 3 | -2 | -54 | 4 | -160 | -146
COc1ccc(S(=O)(=O)Cc2ccc(C(=O)NCc3ccccn3)o2)cc1 | 2 | -13 | 11 | 6 | -3.1 | 4 | -6 | -14 | 6 | 1 | 11
O=C(CN1CCOCC1)Nc1c(Cl)cc(Cl)cc1Cl | 4 | -4 | -4 | 12 | 0.6 | -1 | -2 | 11 | 10 | 7 | 4
CCCCC(=O)Nc1c2c(nn1-c1cccc(C)c1C)CS(=O)(=O)C2 | 1 | 1 | 4 | 1 | -0.4 | 3 | -17 | -9 | -14 | -12 | 13
Cc1nc(C(=O)NCC(=O)c2ccc(Cl)cc2)c(C(F)(F)F)o1 | 6 | 11 | -1 | -6 | -0.6 | -1 | 0 | 4 | 6 | 9 | -1
CC(=O)OC1CCC2(C)C(CCC3C2CC(=NO)C2(C)C(C(C)OC(C)=O)CCC32)C1 (stereo unspecified) | 9 | -5 | 14 | -6 | -1.7 | nt | 14 | 18 | 12 | 22 | 12
Cc1cccc2c(N)c3c(nc12)CCCC3 (tested in a mixture with another compound) | 4 | -13 | -4 | 27 | 0.6 | nt | 1 | 49 | -67 | 12 | 15
O=C(COc1ccc2c(c1)OCO2)Nc1nncs1 | -6 | -32 | -9 | 6 | -0.1 | 7 | 17 | -15 | 4 | -89 | -101
CCN(C(=O)CSc1cc(C)c2ccccc2n1)c1c(N)n(Cc2ccccc2)c(=O)[nH]c1=O | 4 | -4 | 8 | 3 | -0.4 | -2 | -5 | -5 | -10 | 17 | 10
CCN(CC)CC#CCC(O)(c1ccccc1)C1CCCCC1 (stereo unspecified) | 4 | 8 | -3 | -1 | -1.1 | -1 | -6 | -10 | 13 | 7 | 15
N#CC(Nc1ccccc1)c1ccccc1OCc1ccccc1 (stereo unspecified) | -17 | 8 | -3 | 10 | -1.2 | 1 | 12 | -21 | -5 | -9 | -5
CCN(CC(=O)Nc1ccc2c(c1)OCCO2)C(=O)CN1C(=O)NC(C)(c2ccc(C)cc2)C1=O (stereo unspecified) | -5 | 5 | -2 | 2 | -0.3 | 1 | 2 | 8 | -1 | 14 | 12
CC(C)C(c1nnnn1Cc1ccc2c(c1)OCO2)N1CCN(C)CC1 (stereo unspecified) | 12 | -39 | -15 | 7 | -1.6 | -2 | -4 | 3 | 0 | 12 | 9

Nothing new here: an excerpt of the list.
SMILES | TRPM1 prom inh | NR2E3 ag-1 | EBV LMP1 NFkB | KKLEB tox | hiPSC survival | NR2E3 ag-2 | TRAIL sens C8 | Shn3 3UTR inh | CF NFkB block | Peg3 promoter | HIF-2a block
CCCCC(=O)Nc1c2c(nn1-c1cccc(C)c1C)CS(=O)(=O)C2 | 1 | 1 | 4 | 1 | -0.4 | 3 | -17 | -9 | -14 | -12 | 13
Cc1nc(C(=O)NCC(=O)c2ccc(Cl)cc2)c(C(F)(F)F)o1 | 6 | 11 | -1 | -6 | -0.6 | -1 | 0 | 4 | 6 | 9 | -1

(further entries)
SMILES | TRPM1 prom inh | NR2E3 ag-1 | EBV LMP1 NFkB | KKLEB tox | hiPSC survival | NR2E3 ag-2 | TRAIL sens C8 | Shn3 3UTR inh | CF NFkB block | Peg3 promoter | HIF-2a block
Cc1nc(NC(=O)c2ccccc2[N+](=O)[O-])sc1C(=O)N(C)C | 0 | 8 | 11 | 7 | -0.9 | 1 | -1 | 11 | -12 | 3 | 18
O=c1[nH]c(Nc2ccc3c(c2)OCCO3)nnc1Cc1ccccc1 | -3 | -7 | -7 | -4 | -0.5 | 6 | 9 | 3 | 18 | 12 | 3
Fc1ccc(-[n+]2nc(Nc3ccccc3)sc2-c2c(Cl)cccc2Cl)cc1 | 8 | -13 | -4 | -2 | -1.0 | 1 | 30 | 19 | 32 | 59* | -3
O=C(C1=C[C@H](c2ccc3c(c2)OCO3)C[C@H](OCc2ccc(CO)cc2)O1)N1CCOCC1 | -12 | -14 | -16 | -20 | -2.2 | 0 | -7 | -2 | 11 | -3 | 10
CCOP(=O)(OCC)C(C#N)=C1SCN(c2ccccc2)CS1 | -5 | -13 | 3 | 3 | -0.2 | 4 | -1 | -1 | -14 | 7 | 14
CCCOC(=O)C1=C(C)NC2=C(C(=O)CC(C)(C)C2)C1c1cccnc1 (stereo unspecified) | 0 | 2 | 0 | -14 | 0.6 | 1 | 6 | -2 | 13 | 14 | 17
C#CCNC(=O)C1=C[C@@H](C2CC2)C[C@@H](OCc2ccc(CO)cc2)O1 | 5 | 6 | 3 | 2 | -2.2 | 4 | -17 | 15 | -5 | 11 | 4
CCN(CC)C(=S)SCC(=O)Nc1ccc(S(N)(=O)=O)cc1 | 5 | 5 | 5 | 4 | 0.1 | 5 | -6 | -3 | 1 | 5 | 3
CC(NC(=O)c1ccco1)c1ccc(-n2ccnc2)cc1 (stereo unspecified) | -2 | -7 | 0 | 12 | -0.1 | 6 | -2 | 14 | -17 | -13 | 11
Cc1ccc(C(=O)C(C)OC(=O)Cc2n[nH]c(=O)c3ccccc23)cc1 (stereo unspecified) | 3 | -18 | -9 | -24 | 0.0 | 2 | 6 | 7 | 0 | 26 | 8
O=C(OC1CCCCC1)c1cc2ccccc2oc1=O | -84 | 0 | -10 | 12 | 0.1 | -1 | -19 | -32 | -20 | -200 | -144
CN1C(=O)C(C)(C)c2cc(S(=O)(=O)N3CCCC3C(=O)NCc3ccccc3Cl)ccc21 (stereo unspecified) | 5 | -5 | 0 | 22 | -2.3 | 0 | 2 | 9 | 19 | 4 | 9
O=C(O)CSCC(=O)N1CCN(c2ccnc3cc(Cl)ccc23)CC1 | 11 | 28 | 5 | -7 | -0.4 | 1 | 8 | -1 | -4 | -12 | 12
CCC(C(=O)O/N=C(\N)c1cccc(C)c1)c1ccccc1 (stereo unspecified) | -44 | -4 | -40 | 0 | 3.5 | -2 | 41 | -24 | -9 | -78 | -102
COc1cccc(C(C(=O)NC(C)(C)C)N(C(=O)CCC(=O)Nc2cc(C)on2)C(C)C)c1OC (stereo unspecified) | 0 | -1 | 16 | -20 | -2.5 | 2 | 0 | -14 | -1 | -2 | 8
CC1CN(C(=O)COC(=O)c2ccc(N)c([N+](=O)[O-])c2)CC(C)O1 (stereo unspecified) | -4 | 19 | 3 | -11 | 1.8 | -3 | 7 | -4 | 12 | 12 | -2
Cc1nnc(NC(=O)CSc2ccccc2N)s1 | 6 | 9 | -4 | -2 | -0.6 | -1 | 17 | -9 | 4 | -11 | -16
O=C(O)c1ccc(Cn2cnc3cccnc32)cc1 | 10 | -30 | 7 | 4 | 0.0 | -4 | -10 | -18 | -6 | -5 | 16
O=C(Nc1ccc(Cl)c(S(=O)(=O)N2CCOCC2)c1)c1cc2ccccc2oc1=O | -28 | 4 | -16 | -3 | 0.8 | nt | 26 | 19 | 8 | 95* | -154
COc1ccc(N2CC(C(=O)NCCS(=O)(=O)N3CCN(c4ccccc4)CC3)CC2=O)cc1 (stereo unspecified) | 5 | -6 | -5 | -2 | -0.4 | -1 | -10 | 12 | 1 | -2 | 9
Cn1c(=O)c2c(nc(Cl)n2CC(=O)NC2(C#N)CCCCC2)n(C)c1=O | 12 | -6 | 0 | 1 | 0.3 | 4 | 7 | 2 | 4 | 0 | 6
O=C1[C@H]2[C@@H](c3ccc(Cl)cc3)N3C(=O)N(c4cccc(F)c4)C(=O)[C@@]3(Cc3ccccc3)[C@H]2C(=O)N1C1CCCCC1 | 6 | -23 | -7 | 11 | -4.9 | 0 | -6 | 19 | 11 | 9 | 10
Cc1ccc(S(=O)(=O)Nc2ccccc2F)cc1C(=O)NCCCN1CCCC1=O | -1 | -19 | -3 | -5 | -1.6 | -3 | -10 | -3 | 6 | -2 | 4
C/C(=N/NC(=O)c1nnn(-c2nonc2N)c1-c1ccccc1)c1ccncc1 | -3 | -19 | -3 | 0 | -0.4 | 0 | 10 | -16 | 13 | 10 | 23
COc1ccc(S(=O)(=O)Nc2cccc(C(C)=O)c2)cc1Br | 6 | 9 | -7 | 20 | 1.3 | -1 | -2 | 7 | -19 | 20 | 12
O=[N+]([O-])c1ccc(CSC2=NCCS2)cc1 | -19 | -50 | -18 | -7 | 0.0 | -1 | -12 | 15 | -10 | -92 | -106
CCc1nc2c(OCc3ccc(C(=O)OC)cc3)cccn2c1N(C)C(=O)C(C)C | nt | 2 | nt | -5 | 2.1 | nt | -2 | 1 | 0 | 10 | 1
COc1ccc(CN(C#N)c2nc(C)cc(C)n2)cc1 | 9 | -35 | -1 | -12 | -0.4 | nt | -8 | -20 | 13 | -5 | 2

Some of these compounds in order of their number in NR2E3 ag-1, falling:
Molecule | TRPM1 prom inh | NR2E3 ag-1 | EBV LMP1 NFkB | NR2E3 ag-2 | Shn3 3UTR inh | CF NFkB block | Peg3 promoter | HIF-2a block
CCN(CC)CC#CCC(O)(c1ccccc1)C1CCCCC1 (stereo unspecified) | 4 | 8 | -3 | -1 | -10 | 13 | 7 | 15
CCc1nc2c(OCc3ccc(C(=O)OC)cc3)cccn2c1N(C)C(=O)C(C)C | nt | 2 | nt | nt | 1 | 0 | 10 | 1
COc1ccc(S(=O)(=O)Cc2ccc(C(=O)NCc3ccccn3)o2)cc1 | 2 | -13 | 11 | 4 | -14 | 6 | 1 | 11
O=C1[C@H]2[C@@H](c3ccc(Cl)cc3)N3C(=O)N(c4cccc(F)c4)C(=O)[C@@]3(Cc3ccccc3)[C@H]2C(=O)N1C1CCCCC1 | 6 | -23 | -7 | 0 | 19 | 11 | 9 | 10
O=[N+]([O-])c1ccc(CSC2=NCCS2)cc1 | -19 | -50 | -18 | -1 | 15 | -10 | -92 | -106

Only part of the results is shown; count on the stated rates, not on these rows.
